Compound activity (PubChem BioAssay)
ALOX12 inh = inhibitors of human 12S-lipoxygenase ALOX12; hit rate 1.1% among 580,000; P18054; purified 12hLO, xylenol orange hydroperoxide absorbance; Potency, µM (highest dose often 108 µM), for the others: top-dose activity change, negative = inhibition, hits mostly inhibitors; active means well fitted inhibition curve with a large enough effect; inconclusive means small, poorly fitted or top-dose-only effect, or another doubt; inactive means no such curve, though single readings can be large or run the other way
Target sequence (P18054 whole entry, looked up): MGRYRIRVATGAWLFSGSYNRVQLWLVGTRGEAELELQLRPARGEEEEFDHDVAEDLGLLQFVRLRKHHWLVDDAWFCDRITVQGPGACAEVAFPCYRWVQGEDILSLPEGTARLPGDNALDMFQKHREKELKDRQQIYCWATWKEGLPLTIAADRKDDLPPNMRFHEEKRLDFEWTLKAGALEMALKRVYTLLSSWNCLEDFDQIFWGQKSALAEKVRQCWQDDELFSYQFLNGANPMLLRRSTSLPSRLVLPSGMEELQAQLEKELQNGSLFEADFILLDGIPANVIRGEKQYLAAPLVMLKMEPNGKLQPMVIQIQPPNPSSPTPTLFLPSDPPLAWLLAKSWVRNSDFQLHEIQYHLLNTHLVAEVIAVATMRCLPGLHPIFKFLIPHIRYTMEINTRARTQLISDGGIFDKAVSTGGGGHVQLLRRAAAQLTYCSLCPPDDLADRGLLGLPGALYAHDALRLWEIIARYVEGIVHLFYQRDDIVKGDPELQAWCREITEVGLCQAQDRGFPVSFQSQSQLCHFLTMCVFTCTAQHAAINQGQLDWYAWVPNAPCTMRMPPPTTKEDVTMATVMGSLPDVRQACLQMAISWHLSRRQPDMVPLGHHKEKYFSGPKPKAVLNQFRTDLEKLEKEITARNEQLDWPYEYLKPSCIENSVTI
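Purified human 12hLO (150 nM final) in 25 mM Hepes, 0.01% Triton X-100, pH 7.0 was preincubated 15 min at room temperature with compound. Then 40 uM arachidonic acid was added, 30 min. Hydroperoxide was read by Fe-XO absorbance ratio 573/405 nm.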
An asterisk follows results filed as active; ? = inconclusive; [ ] = dose if it differs, or a comment. On the % scale 0 is the no-effect control and ±100 the full control effect; potency means the concentration at half of the fitted maximal effect. A portion of the library; count on the stated rates, not on these rows.

SMILES | ALOX12 inh
CC(C)(C)NC(=S)N1CCn2cccc2C1c1ccccc1F (configuration not stated) | ?
Cc1cc(C)c2oc(=O)cc(-c3oc4ccccc4c3N)c2c1 | -14.0%
Cc1cc(C(=O)N2CCCCC2)c2c(C3CCCNC3)noc2n1 (configuration not stated) | ?
O=C(Cn1ccn2nc(-c3ccccc3)c(CO)c2c1=O)Nc1ccccc1 | -12.0%
O=C(Nc1ccc([C@@H](O)[C@H]2COCC(=O)N2CCCc2ccccc2)cc1)C1CC1 | 22.0%[176 µM]
COCc1c(C(=O)NCC2CCCN(C)C2)cnn1-c1ncc2c(n1)-c1ccccc1CCC2 (configuration not stated) | -6.9%
Cc1nc(CN2CCN(C(=O)NC(C)Cc3ccco3)CC2)cs1 (configuration not stated) | 20.0%
N#Cc1cccc(C(=O)N2CCc3c(n(Cc4ccccc4)n(-c4ccccc4)c3=O)C2)c1 | -1.5%[176 µM]
COC(=O)[C@]12C[C@H](CC(=O)NCCCCc3ccccc3)C(=O)N(Cc3ccc4c(c3)OCO4)C1=C[C@H](C(C)(C)C)O[C@@H]2C | ?
COc1cccc(C(=O)N2CCC(NS(=O)(=O)c3cccs3)CC2)c1 | ?
COc1ccccc1CNc1ncnc2ccc(-c3ccccc3OC)cc12 | ?
CN1CC(=O)N(c2ccc(Cl)cc2)Cc2c(NC3CCCCC3)ncnc21 | -9.8%
CCCn1nc(C(=O)NC(C)c2ccc(S(N)(=O)=O)cc2)c2ccccc2c1=O (configuration not stated) | 13.7%
CC(C1CC1)N(Cc1ccccc1)S(=O)(=O)c1ccccc1Cl (configuration not stated) | -8.5%
CCOc1ccc(-c2cccc(NS(=O)(=O)c3cc(OC)ccc3OC)c2)nn1 | -44.8%
COC(=O)CNC(=O)c1ccc(-c2ccccc2)cc1 | ?
NC(=O)CN1C(=O)CO[C@H]2CN(Cc3ccc(C(F)(F)F)cc3)C[C@H]21 | 8.8%[176 µM]
Cc1nc(C2CC(NC3CCN(c4ccccc4F)CC3)C2)cc(=O)[nH]1 (configuration not stated) | 48.2%[activator]
CCc1ccccc1NC(=O)CN(C)C(=O)c1nn(-c2ccccc2)c2c1CCC2 | 30.9%[activator]
CNCc1ccc(OCc2cccc(Cl)c2)c(OC)c1 | 31.5%
CCCOc1ccc(-c2nonc2NC(=O)Cc2ccc(OC)cc2)cc1 | 8.8%
c1ccc(-c2cccc(N3CC4(CCNCC4)C3)c2)cc1 | ?
O=Cc1c[nH]c2cc(OCc3ccccc3)ccc12 | -17.4%
Cc1oc2cc(OCC(=O)Nc3ccc(N4CCOCC4)cc3)ccc2c(=O)c1-c1ccccc1 | ?
COC(=O)[C@]12C[C@H](CC(=O)NCC34CC5CC(CC(C5)C3)C4)C(=O)N(Cc3ccco3)C1=C[C@H](COCc1ccccc1)O[C@@H]2C | -1.4%

6 compounds drawn at random from those above, as already listed:
SMILES | ALOX12 inh
CC(C1CC1)N(Cc1ccccc1)S(=O)(=O)c1ccccc1Cl (configuration not stated) | -8.5%
COc1ccccc1CNc1ncnc2ccc(-c3ccccc3OC)cc12 | ?
Cc1cc(C)c2oc(=O)cc(-c3oc4ccccc4c3N)c2c1 | -14.0%
COC(=O)[C@]12C[C@H](CC(=O)NCCCCc3ccccc3)C(=O)N(Cc3ccc4c(c3)OCO4)C1=C[C@H](C(C)(C)C)O[C@@H]2C | ?
O=C(Nc1ccc([C@@H](O)[C@H]2COCC(=O)N2CCCc2ccccc2)cc1)C1CC1 | 22.0%[176 µM]
O=C(Cn1ccn2nc(-c3ccccc3)c(CO)c2c1=O)Nc1ccccc1 | -12.0%

(list continues)
SMILES | ALOX12 inh
COc1cc(-c2cccnc2)cc2c1OCCN(C(=O)Cc1csc(C)n1)C2 | -4.2%
O=C(O)CCn1c(=O)cc(C(F)(F)F)c2cn(C3CCCC3)nc21 | -22.5%
CCCOc1ccc(-c2[nH]c3c(c2-c2ccc(OC)cc2)c(=O)[nH]c(=O)n3C)cc1 | ?
CCCC(=O)Nc1ccc2oc(-c3ccccc3C)nc2c1 | -38.0%
Cc1ccc(-c2ccc(C=O)o2)cc1 | ?
CN(C)c1cccc(C(=O)NNC(=O)c2ccc(Cl)cc2)c1 | 2.3%
COc1cccc(NC(=O)C(c2ccc(Cl)cc2)C(C)C)c1 (configuration not stated) | ?
O=c1n(-c2ccc(F)cc2F)nc2n1CCN([S+](=O)([O-])c1cccc(C(F)(F)F)c1)C2 | 27.7%
COc1ccc(S(=O)(=O)N2CC[C@H]3NC(=O)N(c4ccc(Oc5ccccc5)cc4)C(=O)[C@H]32)cc1 | 12.6%
COCCNC(=O)[C@@H]1C[C@H](Oc2cccnc2)CN1C(=O)c1cc(-c2ccc(C)cc2)n[nH]1 | 69.4%[activator]
COC(=O)[C@]12CCCCC=C1N(Cc1ccc(Cl)cc1Cl)C(=O)[C@H](CC(=O)NCc1ccc(OC)c(OC)c1)C2 | 68.1%[activator]
COCCN1CC2CN(C(=O)c3ccco3)CC(C1)O2 | 17.6%
COc1ccc(CCNC(=O)c2cc(=O)c3ccccc3o2)cc1OC | -2.5%
N#Cc1nc(COc2ccccc2F)oc1NCCCN1CCOCC1 | 48.1%
CNC(=O)[C@@H]1C[C@@H](n2cc(CN(C)C(=O)Nc3ccc(F)cc3)nn2)CN1 | 3.8%
COc1ccc(CNC(=O)COc2ccc3c(C(F)(F)F)cc(=O)oc3c2)cc1 | 10.3%
O=C(Nc1ccc(Cl)cc1)c1nc2c(o1)CCN(Cc1ccc3cn[nH]c3c1)CC2 | 21.5%[176 µM]
COc1ccccc1C(C(=O)O)N1CCC(OCc2cccnc2)CC1 (configuration not stated) | -13.2%
Cc1cccc(Cl)c1N=CN1c2ccccc2-n2cccc2C1CCc1ccccc1 (configuration not stated) | -14.9%
COc1ccc(OC)c(NC(=O)Cn2ccn3nc(-c4ccccc4)c(CO)c3c2=O)c1 | 10.1%
O=C1NC2(CCN(C(=O)c3ccccc3)C2)N=C1c1cccnc1 (configuration not stated) | 8.0%[176 µM]
CCC(C)c1ccc(NC(=O)c2nccnc2N)cc1 (configuration not stated) | -3.4%
CC(C)N(C(=O)CSc1nnc(N)s1)C1CCCCC1 | -2.2%
COCC1CCCN(Cc2ccc3c(c2)CN(C(=O)c2cnn(C(C)C)c2)CCO3)C1 (configuration not stated) | 11.1%
O=C(COC(=O)c1ccc(S(=O)(=O)N2CCCCCC2)cc1)Nc1ccc(Cl)cn1 | -12.2%

Shown with each value named: part of the list above
N#Cc1nc(COc2ccccc2F)oc1NCCCN1CCOCC1
- ALOX12 inh: 48.1%

CCCC(=O)Nc1ccc2oc(-c3ccccc3C)nc2c1
- ALOX12 inh: -38.0%

Additional results follow:
SMILES | ALOX12 inh
CN(C)c1ccc(-c2nc(C3CC(=O)N(c4ccc(F)cc4)C3)no2)cc1 (configuration not stated) | 44.3%[activator]
CS(=O)(=O)c1cccc(OCCCN2CCC(C(O)(c3ccccc3)c3ccccc3)CC2)c1 | -22.8%
COc1ccc(C[C@H](NC(=O)[C@@]2(O)C[C@@H](O)[C@H](O)[C@@H](NC(=O)Nc3ccc(C(C)=O)cc3)C2)C(N)=O)cc1 | 17.8%
COc1ccc(Cc2c(C)nn(-c3nc(CC(=O)Nc4ccccc4)cs3)c2C)cc1 | 37.4%[activator]
CN1CC(=O)N(C2CCCC2)Cc2c1ncnc2N1CCN(Cc2ccccc2)CC1 | 18.2%
Cn1c(=O)c2c(ncn2CCC(=O)Nc2cccc(F)c2)n(C)c1=O | 16.2%
CCC(CC)c1nnc(NC(=O)C2CC(c3ccccc3)=NO2)s1 (configuration not stated) | -0.6%
CCC(=O)C1=C(c2ccc3c(c2)CCCC3)N(C(=O)CC)n2cnnc2S1 | -0.3%
O=C(CN1CC2CC(C1)[C@H]1CCCC(=O)N1C2)NCc1cc(F)cc(F)c1 (some centres not stated) | 1.2%
NC(=O)c1ccccc1NCC(=O)Nc1ccc(OC(F)(F)F)cc1 | -27.1%
CC(C)Cc1cc(CC2(NC3CCCCC3)COC2)no1 | -2.8%[176 µM]
CO/N=C/c1ccc(OCc2ccc(C(=O)OC)cc2)cc1 | ?
Cc1ncsc1C(=O)N1CCC(C(=O)O)(n2ccc(-c3ccco3)n2)CC1 | 11.0%
CCc1nc2cc(N3CCCC(C(=O)NC4CC4)C3)cnc2nc1CC (configuration not stated) | 24.4%
COC(=O)C1CCN(c2nc3ccccc3nc2C(C#N)C(=O)NCc2ccccc2)CC1 (configuration not stated) | -62.1%
Cc1cccc(-c2cc(C3CCN(S(=O)(=O)c4cccc(C#N)c4)CC3)[nH]n2)c1 | -0.1%
Cc1noc(-c2cn(C3CCN(C(=O)Cc4cccc(F)c4)CC3)nn2)n1 | 22.1%
CC(C)NC[C@H]1O[C@@H]2C[C@@H](CC(=O)N3CCOCC3)O[C@@H]2[C@@H]1O | 3.7%[176 µM]
O=c1oc(-c2ccc(F)cc2)nn1CC(O)COc1ccc(Br)cc1 (configuration not stated) | ?
O=C1CCN(C(=O)c2ccc3ccccc3n2)CCCC(CO)CCN1 (configuration not stated) | 13.3%
Cc1ccc(SC2CCN(Cc3nc(CCc4ccccc4)no3)CC2)cc1 | 4.8%
Cc1cc(=O)oc2cc(OCC(=O)c3ccc(OC(F)F)cc3)ccc12 | 0.2%
CSc1ncccc1C(=O)N[C@@H]1CCOC[C@H]1Oc1ccc(C#N)cc1 | 24.0%
O=C1CC(C(=O)O)C2(CCN(c3cc(C(=O)O)c4ccccc4n3)CC2)N1 (configuration not stated) | -3.0%
Brc1ccc(C2=NOC(c3cccs3)C2)cc1 (configuration not stated) | 9.8%
Continuation.
SMILES | ALOX12 inh
COc1ccc(-c2noc(C(=O)O)c2[C@@H](C)NC(=O)c2cccn2C)cc1 | ?
COCC(=O)N1CCC2(CC1)CN(c1ccncc1)C2 | 2.2%[57.4 µM]
Cc1cccc(-c2nc(Cn3c(-c4ccccc4)nc(C)c(CCO)c3=O)c(C)o2)c1 | 12.1%
COc1ccc(-c2cnc3[nH]cc(CC(=O)Nc4cccc(F)c4)c3c2)cc1 | 8.1%[176 µM]
O=C(CC1CCN(C(=O)Nc2ccccc2)C1)NC1CC1 (configuration not stated) | 4.9%
COc1ccc(-n2nc(C3CCN(Cc4ccc(OC(F)(F)F)cc4)CC3)[nH]c2=O)cc1 | 56.7%[activator]
O=C(NC1CCCCCC1)c1ccc(Oc2nccnc2N2CCCCC2)cc1 | -0.2%
C[S+](=O)([O-])c1ccc(-c2cc(C(=O)NCc3cccnc3)nn3cccc23)cc1 | -2.2%[6.33 µM]
COc1ccc(CNC(=O)[C@@H]2COCC(=O)N2Cc2ccc(OC)c(OC)c2)cc1 | 6.0%
Cc1nnc(-c2cc(-c3cccc(O)c3)ccn2)n1CCc1ccccc1 | 13.2%[176 µM]
CCCc1nnc(NC(=O)c2cc(=O)c3cc(Cl)c(C)cc3o2)s1 | 22.4%
CCCCN1C(=O)NC(c2ccc(OCC)cc2)C2=C1COC2=O (configuration not stated) | 9.8%
COc1ccc(C[C@H](NC(=O)C2=C[C@@H](NS(=O)(=O)c3cccs3)[C@@H](O)[C@H](O)C2)C(N)=O)cc1 | ?
O=C(C1CCN(c2nc(-c3ccccc3)nc3c2CCC3)CC1)N1CCC[C@H]1CO | 7.6%
CN(CC1CCOCC1)C(=O)Nc1cccc(C(F)(F)F)c1 | 11.0%
CCNC(=O)N1CCCC(c2noc(COc3ccccc3)n2)C1 (configuration not stated) | 40.1%[activator]
COc1ccc2c(c1)OCC(C(=O)NCCCN1CCCc3ccccc31)C2 (configuration not stated) | 124.4%[activator]
O=C(Cc1ccccc1Cl)NC1CCN(c2cc(-c3cccs3)[nH]n2)C1 (configuration not stated) | 15.2%
Cc1nc2cc(NC(C)C(=O)Nc3ccccc3C(C)C)ccc2o1 (configuration not stated) | -1.1%
Cc1c(C(=O)N(Cc2nc3ccccc3c(=O)[nH]2)C(C)C)oc2ccc(Cl)cc12 | ?
Clc1ccccc1-c1ccc2ncnc(NCCN3CCOCC3)c2c1 | ?
CCCCC(CC)CNc1ncnc2sccc12 (configuration not stated) | -0.4%
Fc1ccc(CN2CCCC3(CCN(c4cnccn4)C3)C2)cc1F (configuration not stated) | 5.1%
C/C(=N/O)c1cc(Cl)ccc1O | -16.7%
O=C(Nc1cnc2ccccc2c1)c1cc(Cl)ccc1Cl | -21.1%

Structures above that have a cyano group:
SMILES | ALOX12 inh
N#Cc1cccc(C(=O)N2CCc3c(n(Cc4ccccc4)n(-c4ccccc4)c3=O)C2)c1 | -1.5%[176 µM]
N#Cc1nc(COc2ccccc2F)oc1NCCCN1CCOCC1 | 48.1%
COC(=O)C1CCN(c2nc3ccccc3nc2C(C#N)C(=O)NCc2ccccc2)CC1 (configuration not stated) | -62.1%
Cc1cccc(-c2cc(C3CCN(S(=O)(=O)c4cccc(C#N)c4)CC3)[nH]n2)c1 | -0.1%
CSc1ncccc1C(=O)N[C@@H]1CCOC[C@H]1Oc1ccc(C#N)cc1 | 24.0%

Following part.
SMILES | ALOX12 inh
CCOc1ccc2c(=O)c(-c3ccc(OC)cc3)c(C(F)(F)F)oc2c1 | -25.6%
CC(NC(=O)c1ccc2c(c1)CCCC2)c1ccccc1 (configuration not stated) | 0.0%
CCN(CC)C(=O)c1ccc(CSC(F)F)o1 | -0.2%
Cc1cn2nc(C(=O)Nc3ccc(C)c(F)c3)cc2c(N2CCSCC2)n1 | 55.6%[activator]
COc1ccc(NC(=O)N2CC[C@@H](CC(=O)O)[C@@H](CCN3CCOCC3)C2)cc1 | 64.3%[176 µM]
O=C(c1ccc2ccccc2n1)N(Cc1cccs1)C1CC1 | -5.6%
CCN(C)C1CN(Cc2cn(Cc3ccc(C)cc3)nn2)S(=O)(=O)C1 (configuration not stated) | 0.0%
CCN(CC)S(=O)(=O)c1cccc(C(=O)Nc2cccc3ncccc23)c1 | ?
COC(=O)[C@H](NC(=O)Nc1ccc(C)c(C)c1)C(C)C | -7.3%
CCN1CCN(S(=O)(=O)c2ccc(Cl)c(C(=O)N3CCN(c4ccccn4)CC3)c2)CC1 | ?
CCC(=O)Nc1ccc(C2(C(=O)NC(C)C)CCC2)cc1 | 2.4%
CN(CC1(c2ccccc2)CC1(C)C)C(=O)c1cn(C/C=C/c2ccccc2)nn1 (configuration not stated) | 16.8%
